# Screening results (PubChem)
# EphB4 antag = blocks human EphB4 binding to ephrin-B2 | P54760 | EphB4 LBD / TNYL-RAW-Alexa532 peptide, fluorescence polarization | inhibition, % at 7 µM | actives 0.15% (n = 97,000) | AID 720;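 active means inhibition above the screen-wide mean inhibition plus 3 SD, cut at about 15% in these data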;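 further: 0% = DMSO wells and 100% = excess unlabeled TNYL-RAW peptide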
# CYP2C9 inh = inhibitors of human CYP2C9 | inhibition, % at 5 µM | P11712 | actives 20% (n = 96,000) | CYP2C9 Supersomes, luciferin-H conversion, luminescence;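 active means blocking of liver enzyme CYP2C9 beyond about 50% at 5 µM, limit read from the data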; further: values of inactives mirror those of a sister screen read the other way
# Target sequence (P11712 whole entry, looked up): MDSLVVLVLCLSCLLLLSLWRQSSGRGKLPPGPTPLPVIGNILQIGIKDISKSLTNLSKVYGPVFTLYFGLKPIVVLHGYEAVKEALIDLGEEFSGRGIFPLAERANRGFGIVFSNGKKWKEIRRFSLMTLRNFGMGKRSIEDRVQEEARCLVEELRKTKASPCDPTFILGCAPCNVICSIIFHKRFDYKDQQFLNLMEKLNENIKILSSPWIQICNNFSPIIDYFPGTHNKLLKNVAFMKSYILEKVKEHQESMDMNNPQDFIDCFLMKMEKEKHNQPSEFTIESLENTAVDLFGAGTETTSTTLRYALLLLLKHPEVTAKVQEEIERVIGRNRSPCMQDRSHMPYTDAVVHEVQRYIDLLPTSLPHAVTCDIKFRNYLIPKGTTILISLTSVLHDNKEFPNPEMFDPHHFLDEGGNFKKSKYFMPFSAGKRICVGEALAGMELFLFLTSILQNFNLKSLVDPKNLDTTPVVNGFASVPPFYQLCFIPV
# CYP2C9 act = increases human cytochrome P450 2C9 activity; recombinant CYP2C9, luciferin-H conversion, luminescence; active compounds read high; factor 1 = untreated enzyme, 0 = blocked; AID 1024; actives 1.4% (n = 96,000); P11712; activation factor at 5 µM;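 active means activation factor of 2 or more for CYP2C9 at a 5 µM dose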;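 further: 0 = sulfaphenazole-blocked wells and 1 = vehicle-only wells; values of inactives mirror those of a sister screen read the other way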
# PTPN22 inh 2 = blocks human PTPN22 phosphatase activity | Q9Y2R2 | recombinant LYP catalytic domain, DiFMUP fluorescence | inhibition, % at 2 µM | actives 0.21% (n = 96,000);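 active means inhibition at 2 µM at or above a set limit, the screen mean plus 3 SD, cut at about 24% in these data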;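 further: 0% = DMSO with enzyme and 100% = enzyme fully blocked by orthovanadate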
# Rev-RRE block = disrupts HIV-1 Rev binding to RRE RNA; Rev peptide-RRE RNA binding, FRET; inhibition, % at 8 µM; P05866; actives 0.79% (n = 97,000);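 active means inhibition above the screen-wide mean plus 3 SD, cut at about 35% in these data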;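 further: 0% = median DMSO wells and 100% = median Neomycin B control wells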
# Target sequence (P05866 whole entry, looked up): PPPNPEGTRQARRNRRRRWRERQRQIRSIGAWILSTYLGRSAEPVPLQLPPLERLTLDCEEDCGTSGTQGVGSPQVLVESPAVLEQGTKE
#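 Material: labelled RRE RNA duplex and labelled Rev peptide / Buffer or medium: HEPES pH 7.5 salt buffer with EDTA / Compound dosing: single point, 8 µM final nominal compound concentration / Benchmarks: DMSO low control, neomycin B high control / Timing: 5 min preincubation and 15 min binding, 25 °C / Technique: FRET fluorescence readout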
# Plk1 PBD FP = blocks phosphopeptide binding to human Plk1 polo box domain | inhibition, %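 (tested at about 20 µM)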 | Plk1 PBD phosphopeptide binding, fluorescence polarization | actives 0.13% (n = 97,000); in the data active means inhibition above about 34%, passing the limit was not always enough
# Candida biofilm = kills Candida albicans biofilms; C. albicans biofilm + clotrimazole, Alamar Blue; inhibition, % at 6 µM; actives 0.14% (n = 85,000); AID 834;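 active means inhibition above 20%; inactive means inhibition below 20%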;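 further: preformed 24 hr biofilms exposed to compound for 48 hr; 0% = biofilm without compound and 100% = blank killed by clotrimazole plus chlorhexidine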
# PTPN22 act = LYP (human) phosphatase activation; Q9Y2R2; activation, % at 2 µM; actives 0.11% (n = 96,000); recombinant LYP, DiFMUP fluorescence; 0 = plate median, 100 = signal doubled;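 active means activation at 2 µM above a set limit, the mean plus 5 SD, cut at about 37% in these data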
# PLK1 inh = PLK1 (human) kinase inhibition; P53350; recombinant PLK1 kinase, TR-FRET peptide phosphorylation; inhibition, % at 10 µM; actives 0.53% (n = 97,000); AID 619;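 active means inhibition of 50% or more in the single-concentration screen; inactive means inhibition below 50%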;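 further: 0% = DMSO max control and 100% = H-89 dihydrochloride min control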
# The depositor's hits bear a star; . = no result given.
SMILES,EphB4 antag,CYP2C9 inh,CYP2C9 act,PTPN22 inh 2,Rev-RRE block,Plk1 PBD FP,Candida biofilm,PTPN22 act,PLK1 inh
COc1ccc(OC)c(C2C3=C(COC3=O)Nc3cc4c(cc32)OCO4)c1 (stereo not drawn),-9.8,0.0,1,-1.7,0.2,9.8,.,5.1,-16.6
CCOC(=O)c1[nH]cnc1C(=O)NC(C)C,-3.5,.,.,-3.6,-3.6,4.0,3.3,1.8,-5.0
COc1ccc(C2CC(c3ccccc3)n3nc(NC(=O)c4cccs4)nc3N2)cc1 (stereo not drawn),-3.7,53.4*,0.5,-1.7,1.5,28.1,9.6,-1.7,-9.8
COc1ccc(CNCC(O)(c2ccc(Cl)cc2)c2ccc(Cl)cc2)cc1,1.4,2.0,1,7.2,16.1,-10.6,.,-4.1,44.1
COc1ccccc1N1CC(O)=C(c2nc3ccccc3s2)C1=N,5.5,26.8,0.7,-11.7,-0.8,-8.8,-0.5,7.1,3.3
COCCN(C(=O)Nc1ccccc1)c1ccccc1C,1.2,.,.,13.3,3.7,-19.1,0.8,-10.0,-14.9
COc1ccc2cc(S(=O)(=O)N3CCN(C)CC3)ccc2c1,3.6,.,.,3.4,7.8,-4.2,4.0,-4.6,-15.4
Brc1ccccc1C1=Nn2c(nnc2-c2ccccc2)SC1,-9.2,62.5*,0.4,-1.3,10.9,3.0,-3.2,-0.8,-10.7
COc1ccc2c(c1)c1c(n2C(C)=O)C(OC(C)=O)=NCC1,-0.3,-3.6,1,-10.3,0.2,-15.9,6.3,6.7,-11.9
Cn1c(=O)[nH]c(=O)c2c1nc(Br)n2CC(O)COCc1ccccc1 (stereo not drawn),5.5,-4.9,1,-0.7,9.5,-20.4,-0.3,-0.1,0.7
Cc1ccc(C(=O)O)cc1NC(=O)C1CCCN1S(=O)(=O)c1cccc2nsnc12 (stereo not drawn),-6.3,-86.3,1.9,4.8,1.1,7.5,1.6,-5.4,-2.4
O=C(CSC(=S)N1CCCCC1)N1N=CCC1c1ccccc1 (stereo not drawn),-7.0,2.0,1,3.7,2.8,-22.8,5.7,-1.2,1.4
Cc1ccc(NC(=O)c2ccc(F)c(S(=O)(=O)N3CCOCC3)c2)cc1F,3.3,31.8,0.7,-8.6,8.4,-30.8,-2.7,7.1,-10.2
CCOC(=O)N1CCN(c2cc(=O)n(-c3ccc(Br)cc3)c(=O)[nH]2)CC1,-1.2,10.1,0.9,-2.6,5.3,-6.9,2.0,1.7,12.7
CCCCNC(=O)Cn1c(-c2ccc(OC)cc2)noc1=O,-2.1,34.6,0.7,-0.6,1.1,12.3,0.7,-1.3,-10.8
CCCC1NC(=O)NC(C)=C1C(=O)OCC (stereo not drawn),6.7,39.8,0.6,10.1,10.9,19.1,-1.4,-9.3,-12.7
O=C(NCCCn1ccnc1)Nc1ccc(Cl)c(Cl)c1,-1.5,100.1*,0,-4.6,1.3,9.1,.,2.5,-10.4
Cc1cc(C)c(NC(=O)CS(=O)CC(=O)NCCCc2ccccc2)c(C)c1 (stereo not drawn),-1.9,7.7,0.9,2.9,0.8,-35.4,.,1.2,-14.7
COc1cccc(NS(=O)(=O)c2cn(C)c(=O)n(C)c2=O)c1,-1.8,-3.2,1,2.5,1.1,6.9,8.8,-3.1,-17.2
Cc1nc(-c2coc3c(CN(C)C)c(O)ccc3c2=O)cs1,7.2,5.2,0.9,1.2,8.6,-3.5,7.7,0.5,-2.4
O=C(Nc1ccc(F)cc1)c1cccnc1N1CCCCC1,2.4,62.0*,0.4,-0.4,6.2,-7.1,1.5,2.3,-11.8
Cc1cc(OC(=O)c2c(Cl)cc(Cl)cc2Cl)nc(C)n1,-8.1,-11.3,1.1,-18.4,1.4,24.0,.,20.9,8.0
CCOc1ccc(NC(=O)c2ccc(Br)o2)c([N+](=O)[O-])c1,-9.9,-25.0,1.3,-3.2,7.0,8.2,.,6.0,-10.1
Cc1cc(NC(=O)CCC2CCCCC2)no1,-3.6,.,.,0.7,-3.9,8.8,3.5,5.6,0.4
Cc1ccc2oc(=O)c3cnn(CC(=O)N(CCC(C)C)Cc4ccco4)c3c2c1,-9.6,6.9,0.9,0.3,3.2,10.1,5.6,-3.2,-5.0
CCSc1cc(N2CCCC2)nc(-c2ccccc2)n1,3.6,2.3,1,5.0,10.9,9.5,.,-3.5,-10.7
Cn1c(SCC(=O)NCc2ccco2)nnc1-c1cccs1,1.4,3.4,1,-2.7,4.3,-13.1,6.2,-2.9,-9.7
COc1ccc(C(=O)N2CCc3cc(OC)c(OC)cc3C2)cc1OC,-1.6,-18.1,1.2,13.0,3.4,-18.9,0.8,-12.4,3.4
CCC(C)[C@H](NC(=O)NCc1ccc(Cl)cc1)C(=O)OC (stereo partly drawn),1.1,22.5,0.8,0.5,3.8,-10.2,1.4,-3.1,-4.7
O=Cc1cn(-c2ccccc2)nc1-c1cc2cc(O)ccc2oc1=O,5.9,80.8*,0.2,9.0,27.2,-13.4,.,-7.4,-5.8
N#CC1=C(SCc2ccccc2)NC(=O)CC1c1cccc(O)c1 (stereo not drawn),-4.8,61.9*,0.4,-4.4,5.4,-19.8,8.4,0.9,-4.8
Cc1ccc(C2=CSC3=NCCN23)c(C)c1,-4.0,2.4,1,0.6,1.1,-10.4,5.5,-1.5,-3.0
O=C(O)CC1S/C(=N\N=C/c2ccccc2)N(c2ccc(O)cc2)C1=O (stereo not drawn),-2.2,1.7,1,-18.9,-1.1,20.8,.,23.7,-3.5
Cc1ccc(CNC(=O)CSc2c3c(nc4cc(Cl)ccc24)CCCC3)o1,2.5,39.4,0.6,6.8,9.0,-2.1,0.8,-4.1,-5.8
Cc1csc(C2=C(O)CN(c3ccc4c(c3)OCCOCCOCCOCCO4)C2=N)n1,-0.8,2.7,1,15.8,-0.7,-8.3,.,-11.7,-8.7
Fc1ccc(-c2csc(N3CCC(c4ccccc4)C3)n2)cc1 (stereo not drawn),-6.0,0.0,1,6.6,-0.3,20.9,.,-1.5,-3.9
O=C(Cn1c(-c2cscn2)nc2ccccc21)Nc1ccc(Cl)cc1,0.9,.,.,-2.5,-3.0,-30.9,4.7,3.0,-8.0
O=C1CCCC2=C1C1(CCCCC1)N=C(Nc1nc3ccccc3o1)N2,1.9,.,.,-2.9,10.6,-7.6,5.5,3.1,-15.0
CCCc1cc(=O)oc2c(CN3CCCC3)c(O)ccc12,-10.4,-1.9,1,1.0,8.0,13.5,9.2,-2.0,-18.8
O=S(=O)(NCc1cccnc1)c1ccc(Cl)c(Cl)c1,-4.1,.,.,4.3,3.1,26.1,.,-1.6,-10.4
CC1CCCC(NC(=O)COC(=O)c2ccc(N(C)C)cc2)C1C (stereo not drawn),-1.3,54.3*,0.5,-4.4,4.5,0.1,8.2,6.4,-5.9
O=S(=O)(Nc1ccncc1)c1ccccc1,-6.9,6.7,0.9,-14.3,3.8,7.9,-2.3,10.9,-3.5
COc1cccc(C(=O)Nc2nnc(-c3cccs3)o2)c1,-5.3,39.7,0.6,4.9,7.1,-2.6,11.2,-5.4,-6.0
CCC(=O)Nc1nc(-c2ccc3c(c2)OCCO3)cs1,5.2,-9.3,1.1,-1.0,0.1,13.4,5.1,0.3,-0.6
Nc1nnc(-c2ccc(F)cc2)s1,9.3,-0.7,1,2.4,9.9,19.4,.,-3.0,-3.7
CCC(C)NC(=O)CN(c1ccc2c(c1)OCO2)S(=O)(=O)c1c(C)n[nH]c1C (stereo not drawn),3.8,51.5*,0.5,-16.7,6.0,-19.8,5.7,13.3,-1.0
CC1(C)CC(=O)C2=C(C1)N(CCN1CCOCC1)C1=C(C(=O)CC(C)(C)C1)C2c1cccc(F)c1,-0.3,7.7,0.9,1.4,4.7,-3.9,6.1,-3.7,8.1
Cc1cc(NCC2CCCO2)n2c(nc3ccccc32)c1C#N (stereo not drawn),-1.7,12.4,0.9,7.4,12.8,-22.9,12.3,-5.2,-7.2
CC(C)(C)SCCNC(=O)CSc1ccccc1,0.2,.,.,-4.0,3.4,16.4,8.5,1.4,-9.2
O=[N+]([O-])c1ccc(NC(=S)NCCc2ccc(Cl)cc2)cc1,3.9,39.3,0.6,2.6,7.9,-3.2,.,1.5,2.5
O=C(NC1CC2CCCC(C1)N2S(=O)(=O)c1ccccc1)c1ccco1 (stereo not drawn),-6.1,34.9,0.7,1.2,-0.8,-0.9,3.8,-3.9,-9.3
CC(c1nnc(SCC(=O)c2c(N)n(C)c(=O)n(C)c2=O)n1-c1ccc(Cl)cc1)N(C)C (stereo not drawn),-4.2,1.0,1,-2.5,10.5,-8.4,8.2,-0.7,-21.3
CCn1nc2cc(C(=O)NCCc3cccs3)ccc2c1OC,-6.3,4.3,1,0.4,0.3,23.4,.,2.2,2.3
Cc1cc(C)n2nc(C(=O)OCCOc3ccc(F)cc3)nc2n1,-0.9,-25.3,1.3,-2.2,4.5,-4.9,-6.4,0.3,-8.2
COc1cc(CNc2cccc(F)c2)cc(Br)c1O,-2.8,13.6,0.9,14.6,8.0,6.4,6.8,-16.1,-3.3
CCCCCCc1c(O)c2ccccc2[nH]c1=O,-5.5,-15.7,1.2,-4.8,1.9,-33.0,1.9,5.5,-10.9
COc1ccc(C(C(=O)NC2CCCC2)N(C(=O)c2ccoc2C)c2cc(C)cc(C)c2)cc1 (stereo not drawn),5.1,6.3,0.9,11.9,2.1,2.5,.,-9.5,-11.1
CCCCOc1ccc(S(=O)(=O)Nc2cccnc2)cc1,8.0,88.7*,0.1,-23.4,6.9,8.8,.,22.5,-9.2
COc1ccccc1NC(=O)Cc1noc(CSc2nnc(C)s2)n1,-5.1,15.5,0.8,-50.4,7.7,2.2,5.4,45.6*,8.4
O=C(CN1CCCCC1)Nc1ccc(S(=O)(=O)N2CCCCCC2)cc1,-0.4,12.7,0.9,-7.8,4.4,-10.5,3.6,7.2,-4.6
# Carrying on:
SMILES,EphB4 antag,CYP2C9 inh,CYP2C9 act,PTPN22 inh 2,Rev-RRE block,Plk1 PBD FP,Candida biofilm,PTPN22 act,PLK1 inh
COc1ccc(NC(=O)CSc2nc(NS(=O)(=O)c3ccc(C)cc3)cc(=O)[nH]2)cc1,-7.9,91.7*,0.1,2.7,2.0,16.0,3.4,-1.7,-6.5
O=C(CN(c1ccc(F)cc1)S(=O)(=O)c1ccc2c(c1)OCCO2)NCc1cccnc1,1.8,84.0*,0.2,1.7,7.6,-5.4,-0.2,-0.6,-13.4
COc1ccc(-c2ccc(/C=C3\C(=O)N(c4ccccc4)N=C3c3ccccc3)o2)c([N+](=O)[O-])c1,-1.7,70.7*,0.3,8.2,-2.9,-26.5,.,-4.9,-8.3
CC(C)NC(=O)CSc1nc(Cc2cccs2)nc2ccccc12,-3.5,33.3,0.7,12.8,0.2,-22.3,.,-14.9,-9.6
Cc1cc2ncn(CC(O)COc3cccc(C(=O)O)c3)c2cc1C (stereo not drawn),-7.2,-15.7,1.2,8.3,5.1,-19.1,1.6,-10.5,-1.7

# Three structures from above, sorted by number of heavy atoms, smallest number first:
SMILES,EphB4 antag,CYP2C9 inh,CYP2C9 act,PTPN22 inh 2,Rev-RRE block,Plk1 PBD FP,Candida biofilm,PTPN22 act,PLK1 inh
COc1ccc(NC(=O)CSc2nc(NS(=O)(=O)c3ccc(C)cc3)cc(=O)[nH]2)cc1,-7.9,91.7*,0.1,2.7,2.0,16.0,3.4,-1.7,-6.5
O=C(CN(c1ccc(F)cc1)S(=O)(=O)c1ccc2c(c1)OCCO2)NCc1cccnc1,1.8,84.0*,0.2,1.7,7.6,-5.4,-0.2,-0.6,-13.4
COc1ccc(-c2ccc(/C=C3\C(=O)N(c4ccccc4)N=C3c3ccccc3)o2)c([N+](=O)[O-])c1,-1.7,70.7*,0.3,8.2,-2.9,-26.5,.,-4.9,-8.3
